KinaseGlo FLuc: counter-screen: inhibitors of Kinase-Glo firefly luciferase; Kinase-Glo luciferase, ATP luminescence, 8 min; AID 1379; Potency, µM (highest dose often 38.3 µM), for inactives: at the top dose activity change, negative = inhibition, hits mostly inhibitors; 200,000 compounds, 0.28% hits; Q27757; note: potency is the fitted concentration of half-maximal effect; % is set by controls: 0 for no effect and ±100 for the full control effect; nearly all actives have a fitted effect of over 60% in size
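Luminescence was the read-out, taken after 8-minute incubation at ambient temperature. Luciferase turned over luciferin with 10 uM ATP in imidazole pH 7.2 buffer containing KCl, MgCl2, Tween 20 and BSA.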
CBFb-RUNX1 inh: CBF-beta/RUNX1 interaction disruption; Potency, µM (highest dose often 59.8 µM), inactives show top-dose activity, negative = inhibition, hits mostly inhibitors; AlphaScreen CBFb-His/RUNX1-biotin binding, biochemical; 230,000 tested, under 10 active; Q01196+Q13951; note: % of control where 0% means no effect
Target sequence (Q01196 whole entry, looked up): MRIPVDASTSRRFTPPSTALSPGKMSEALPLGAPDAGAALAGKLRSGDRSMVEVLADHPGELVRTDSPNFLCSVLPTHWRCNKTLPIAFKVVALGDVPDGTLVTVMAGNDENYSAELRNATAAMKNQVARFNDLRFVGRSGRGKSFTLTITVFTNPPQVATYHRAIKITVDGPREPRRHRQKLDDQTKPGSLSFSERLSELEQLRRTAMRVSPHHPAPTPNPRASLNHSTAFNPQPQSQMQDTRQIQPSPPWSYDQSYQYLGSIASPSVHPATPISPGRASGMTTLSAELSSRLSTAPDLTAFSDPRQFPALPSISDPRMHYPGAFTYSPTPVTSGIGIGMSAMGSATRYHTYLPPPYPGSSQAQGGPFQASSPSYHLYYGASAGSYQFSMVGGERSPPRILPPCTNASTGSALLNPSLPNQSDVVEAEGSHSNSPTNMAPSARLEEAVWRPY
Target sequence (Q13951 whole entry, looked up): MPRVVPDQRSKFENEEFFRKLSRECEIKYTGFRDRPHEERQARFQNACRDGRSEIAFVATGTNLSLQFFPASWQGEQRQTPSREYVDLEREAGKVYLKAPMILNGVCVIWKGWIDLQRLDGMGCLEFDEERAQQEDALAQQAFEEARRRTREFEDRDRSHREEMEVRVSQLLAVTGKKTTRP
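CBFb-His/RUNX1-biotin, 30 nM each, preincubated 20 min RT; compound 15 min RT; Ni + streptavidin beads 50 ng each, 90 min RT; AlphaScreen read.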
Lamin A splicing: LMNA splicing modulation | 200,000 compounds, 0.01% hits | HeLa LMNA splicing GFP/RFP minigene ratio, 48 h | AID 1487 | Potency, µM (doses to about 46.1 µM), without a hit: at the top dose ratio change, negative = inhibition, hits mostly inhibitors; active = well fitted inhibition curve with a large enough effect in the signal ratio, with a control signal flat, not every such curve was filed as active; inconclusive = small, poorly fitted or top-dose-only effect, or effect the other way, or a change in a side signal; the % refers to the signal ratio; note: potency is the fitted concentration of half-maximal effect; % is set by controls: 0 for no effect and ±100 for the full control effect
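S3 HeLa stable clones carrying a lamin A-EGFP splicing minigene plus DsRed2 were seeded at 600 cells/well in Opti-MEM with 2% FBS, pin-dosed and incubated 48 h at 37°C. Acumen cytometry (488 nm) gave the GFP/RFP total-intensity ratio.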
IMPase Li inh: IMPase inhibition in cells with lithium potentiation; CHO-M1 cells, IP1 TR-FRET (IP-One), carbachol + lithium; Potency, µM (series often up to 59.4 µM), inactives show top-dose activity, negative = IMPase inhibition, usual class: inhibitors; 210,000 compounds, 0.35% hits;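 note: IP1 builds up when IMPase is blocked and the TR-FRET signal falls; potency is the fitted concentration of half-maximal effect; plate controls were basal vehicle for no effect and high inhibitor control for full effect; nearly all actives have a fitted effect of over 50% in size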
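IP1 accumulation measured by competitive TR-FRET in lysed CHO-M1 cells after 30 min compound exposure at 37C, with a small lithium addition to potentiate weak responses. Hill-equation AC50 from ratio and donor-channel data.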
SMN2 splice up: SMN2 splice variant enhancement; HEK293 SMN2-luciferase splicing reporter, luminescence, 30-36 h; Potency, µM (top dose mostly 46.1 µM), for the others: at the top dose activity change, positive = activation, usual class: activators; 210,000 compounds, 2.8% hits; note: potency is the fitted concentration of half-maximal effect; % of control where 0% means no effect; nearly all actives have a fitted effect of over 55% in size
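HEK293 cells carry an SMN2 […]–luciferase reporter in which exon 7 inclusion puts luciferase in frame. Cells were plated 10-12 h before compound addition, then incubated 30-36 h at 37C. ONE-Glo luminescence was read; sodium butyrate at 4.5 mM final served as control.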
HTT ATP protect: Huntington cell model cytoprotection by ATP luminescence | 230,000 compounds, 0.14% hits | PC12 HTT-Q103 induced, cytoprotection, ATP luminescence, 40 h | Potency, µM (top dose mostly 56.4 µM), for the others: cytoprotection (ATP increase), most hits filed as activators;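 note: potency is the fitted concentration of half-maximal effect; % of control where 0% means no effect; nearly all actives have a fitted effect of over 45% in size; toxic huntingtin expression switched on by the ecdysone agonist tebufenozide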
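Huntington model: PC12 line, ecdysone-inducible HTTQ103 exon1–GFP, tebufenozide 100 nM. Test articles in a dose series. Endpoint luminescence from cellular ATP.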
HttQ103 aggreg: reduces HttQ103-GFP aggregates in PC12 cells | AID 1688 | PC12 HttQ103-GFP aggregates, Acumen cytometry, 40 h | Potency, µM (series often up to 46.1 µM), without a hit: at the top dose activity change, negative = inhibition, hits mostly inhibitors | 220,000 compounds, 1.1% hits; note: potency is the fitted concentration of half-maximal effect; % is set by controls: 0 for no effect and ±100 for the full control effect; nearly all actives have a fitted effect of over 60% in size
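Multiplexed with ATP-based cell death, this channel scores GFP aggregates in PC12 cells expressing inducible HTTex1-Q103-GFP. Induction used 100 nM tebufenozide; compounds were tested in concentration series.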
An asterisk follows results filed as active; u = inconclusive; x = no result given; [ ] = another dose, or the depositor's remark. Unless noted, calls come from the whole dose curve; as a rule, active = well fitted curve in the direction sought with a large enough effect; inconclusive = small, poorly fitted or top-dose-only effect, or another doubt; inactive = no such curve, though single readings can be large; an effect the other way counts as inactive or inconclusive.

SMILES	KinaseGlo FLuc	CBFb-RUNX1 inh	Lamin A splicing	IMPase Li inh	SMN2 splice up	HTT ATP protect	HttQ103 aggreg
COc1ccc(S(=O)(=O)NN=C2CCCCC2)cc1	-4%	-2%	4%	12%[38.3 µM]	-6%	-19%	7%
Cc1ccc2nc(-c3ccc(N4C(=N)SC5CS(=O)(=O)CC54)cc3)sc2c1 (configuration not stated)	x	-6%	-15%	x	x	6%[10 µM]	14%
Cc1ccc(/C=N/NC(=O)c2sccc2OCc2ccc(F)cc2)cc1	-5%	5%	-20%	22%	u	-52%[inhibitor][10 µM]	-5%
O=C(NC1(C(F)(F)F)NC(=O)N(Cc2ccccc2)C1=O)c1cccnc1 (configuration not stated)	3%	1%	10%	-2%[38.3 µM]	3%	18%	18%[9.22 µM]
Cc1ccc(CSc2nc3ccncc3n2CC(=O)Nc2cc(C)cc(C)c2)cc1	-1%	-7%[2.36 µM]	u	-17%	u	x	-22%
COc1ccccc1CN(C)CC(=O)Nc1ccccc1-c1ccccc1	2%	10%	x	9%	-10%	-36%[inhibitor]	-27%
CCc1ccc(C2CC(=O)NC(SCC(=O)OC(C)C)=C2C#N)cc1 (configuration not stated)	16%	4%	3%	-2%[38.3 µM]	-24%	8%	-1%
Cc1nn2c(NCCN(C)C)c3c(nc2c1-c1ccccc1)CCC3	x	12%	x	x	x	-2%[10 µM]	-2%[9.22 µM]
COC(=O)c1ccc2c(=O)n(CC3CCCO3)c(SCC(=O)Nc3ccccc3Cl)nc2c1 (configuration not stated)	-10%	-4%	1%	-5%[38.3 µM]	25%	10%[10 µM]	12%
COc1c(Br)cc(Br)cc1/C=C1/C(=O)N=C(N)N1C	-3%	-21%	x	-7%	-13%	-3%	-30%
COc1c(Cl)cc(C(=O)Nc2ccccc2C(=O)O)cc1Cl	2%	-3%	u	-3%[38.3 µM]	-3%	-28%	u
COc1ccc(Cl)cc1NC(=O)NCc1ccco1	x	4%	x	x	x	-38%	-9%
CCC(CC)c1nnc(NC(=O)c2ccc3ccccc3n2)s1	-3%	-3%	u	-1%[38.3 µM]	13µM*	-53%[inhibitor]	-17%
O=C(Nc1cccnc1)c1sc(Nc2ccccc2)nc1-c1ccccc1	2%	18%	11%	-2%	-13%	-8%[10 µM]	-12%
Cc1ccc2nc(NCc3ccco3)c(C=NCc3ccco3)c(=O)n2c1	-4%	u	4%	-17%[38.3 µM]	u	-9%	-22%

Part of the list above in order of formula weight, lowest first.
SMILES	KinaseGlo FLuc	CBFb-RUNX1 inh	Lamin A splicing	IMPase Li inh	SMN2 splice up	HTT ATP protect	HttQ103 aggreg
COc1ccc(Cl)cc1NC(=O)NCc1ccco1	x	4%	x	x	x	-38%	-9%
O=C(Nc1cccnc1)c1sc(Nc2ccccc2)nc1-c1ccccc1	2%	18%	11%	-2%	-13%	-8%[10 µM]	-12%
O=C(NC1(C(F)(F)F)NC(=O)N(Cc2ccccc2)C1=O)c1cccnc1 (configuration not stated)	3%	1%	10%	-2%[38.3 µM]	3%	18%	18%[9.22 µM]

Other entries.
SMILES	KinaseGlo FLuc	CBFb-RUNX1 inh	Lamin A splicing	IMPase Li inh	SMN2 splice up	HTT ATP protect	HttQ103 aggreg
COc1cccc(/C=N/NC(=O)c2ccc(COc3ccc(Cl)cc3Cl)o2)c1	-6%	6%	u	-22%[38.3 µM]	-4%	-30%	8%
CCOC(=O)c1nn(-c2ccc(Cl)cc2)c2nnc(Cc3ccccc3)c(=O)n12	-3%	1%	-2%	-9%	-33%	x	-5%
O=C(NC1CCCCC1)C(c1ccc(F)cc1)N(C(=O)Cc1ccsc1)c1ccc(F)cc1 (configuration not stated)	-3%	-3%	-14%	0%[38.3 µM]	8%	6%	-5%
COc1ccc(NC(=O)c2nc(SC)ncc2Cl)cc1	x	3%	x	x	x	17%[10 µM]	21%[9.22 µM]
COc1ccc2[nH]cc(CCNS(=O)(=O)c3ccc(C)cc3)c2c1	x	3%	x	x	x	0%[10 µM]	-6%[9.22 µM]
CC1=C(C#N)C(Nc2cccc(C)n2)(C(F)(F)F)C(=O)N1 (configuration not stated)	x	4%	11%	x	x	-31%	13%
O=C(N/N=C\c1ccc(OCC(=O)N2CCCC2)cc1)C(=O)Nc1ccccc1F	1%	3%	10%	0%	-4%	29%[10 µM]	-3%
Cc1ccc(NC2=C(Cl)C(=O)OC2OC(=O)c2ccccc2C)cc1 (configuration not stated)	2%	-2%	x	14%	7%	12%	u
O=C(NCCCCc1ccccc1)C1CC(c2ccc(C(F)(F)F)cc2)=NO1 (configuration not stated)	x	u	x	x	x	23%[10 µM]	-35%[9.22 µM]
CNC(=O)Nc1cc(C(C)(C)C)no1	-2%	2%	-4%	10%[38.3 µM]	-14%	11%	22%
O=C(Cn1nc(Cl)nc1Cl)Nc1ccccc1	-2%	7%	7%	4%[38.3 µM]	24%	3%[10 µM]	12%
CCCC(C)NS(=O)(=O)c1ccc(OC)c(C)c1 (configuration not stated)	4%	2%	20%	23%[38.3 µM]	-3%	8%	-8%[9.22 µM]
Cc1ccc(Nc2nc(Oc3ccc(OCc4ccccc4)nn3)nc(N3CCOCC3)n2)cc1	0%	-2%	-8%	21%[38.3 µM]	u	u	-1%
COc1cccc(C(C)NC(=O)c2c(F)cccc2Cl)c1 (configuration not stated)	3%	-1%	11%	-3%	-24%	30%[10 µM]	3%
COCC(=O)n1nc(NCc2ccc(OC)cc2)nc1NCc1ccc(OC)cc1	2%	-1%	-8%	15%[38.3 µM]	11%	-8%	-10%
Cc1cc2nc([C@H](C)C(=O)c3ccc(Cl)cc3)c(=O)[nH]c2cc1C	-1%[7.66 µM]	x	x	-1%	3.5µM*	-13%[10 µM]	x
O=C(CSc1nc(O)cc(=O)n1-c1ccccc1)NC1CCCCC1	-1%	2%	2%	13%[38.3 µM]	14%	12%	u
COc1ccc(/C=N/NC(=O)c2ccn[nH]2)cc1COc1ccc(Cl)cc1Cl	x	-6%	u	x	x	-16%	-5%
COC(=O)c1ccc(OCCCCN2CC(C)OC(C)C2)cc1 (configuration not stated)	-1%	5%	8%[46 µM]	27%	-11%	-34%	u
c1cnc2nc(CSc3ncn[nH]3)cn2c1	1%	13%	-2%[46 µM]	11%	3%	-8%	-15%
CC(=O)Oc1ccc(C)cc1	x	x	u	x	x	-23%	-7%
CC(=O)OCC1OC(OC(C)=O)C(NC(=O)Cc2ccccc2)C(OC(C)=O)C1OC(C)=O (configuration not stated)	2%	4%	u	-4%	x	-3%[10 µM]	9%[9.22 µM]
Cc1cc(=O)n2nc(N3CCCC3C(=O)NCCCN3CC(C)CC(C)C3)sc2n1 (configuration not stated)	4%	8%	4%	25%[38.3 µM]	17%	0%	5%
Cc1ccc(-c2ccc(OCC(=O)N3CCOCC3)cc2)cc1	-4%	7%	3%	48%[activator][38.3 µM]	-2%	-22%	-26%
CCn1c(=NC(=O)c2ccc(N3C(=O)CCC3=O)cc2)sc2c(OC)ccc(OC)c21	-1%	-18%	-3%	7%[38.3 µM]	-4%	-27%	12%
CCN(CC)CCCNC(=O)Cc1c(C(=O)O)n(C)c2ccccc12	-1%	0%	1%	-9%[38.3 µM]	15%	u	-3%
COC(=O)Nc1ccc(S(=O)(=O)N2CCC(C(=O)N3CCCCC3C)CC2)cc1 (configuration not stated)	-1%	1%	u	-3%	-15%	-5%	-21%
NCCC[C@@H](CC(=O)N[C@@H]1CCNC[C@H]1C(=O)N[C@H](CC(=O)N[C@@H](CCC(=O)O)CC(=O)O)Cc1c[nH]c2ccccc12)NC(=O)C[C@H](Cc1ccccc1)NC(=O)[C@@H]1CCCC[C@H]1N	2%	22%	x	12%	6%	-46%[inhibitor]	x
CCOC(=O)N1CCN(S(=O)(=O)c2ccc(F)c(C(=O)Nc3ccc(C)c(Cl)c3)c2)CC1	16%	7%	u	5%	-10%	x	27%
OCCC1CN(Cc2cc3c(cc2Cl)OCO3)CCN1C1CCCC1 (configuration not stated)	5%	1%	u	22%	x	2%[10 µM]	-19%[9.22 µM]
Cc1cc(C)c(NC(=O)CS(=O)CC(=O)Nc2ccc(F)cc2F)c(C)c1 (configuration not stated)	x	-1%	x	x	x	2%[10 µM]	-30%[9.22 µM]

Structures above with fluorine (9):
SMILES	KinaseGlo FLuc	CBFb-RUNX1 inh	Lamin A splicing	IMPase Li inh	SMN2 splice up	HTT ATP protect	HttQ103 aggreg
Cc1ccc(/C=N/NC(=O)c2sccc2OCc2ccc(F)cc2)cc1	-5%	5%	-20%	22%	u	-52%[inhibitor][10 µM]	-5%
O=C(NC1(C(F)(F)F)NC(=O)N(Cc2ccccc2)C1=O)c1cccnc1 (configuration not stated)	3%	1%	10%	-2%[38.3 µM]	3%	18%	18%[9.22 µM]
O=C(NC1CCCCC1)C(c1ccc(F)cc1)N(C(=O)Cc1ccsc1)c1ccc(F)cc1 (configuration not stated)	-3%	-3%	-14%	0%[38.3 µM]	8%	6%	-5%
CC1=C(C#N)C(Nc2cccc(C)n2)(C(F)(F)F)C(=O)N1 (configuration not stated)	x	4%	11%	x	x	-31%	13%
O=C(N/N=C\c1ccc(OCC(=O)N2CCCC2)cc1)C(=O)Nc1ccccc1F	1%	3%	10%	0%	-4%	29%[10 µM]	-3%
O=C(NCCCCc1ccccc1)C1CC(c2ccc(C(F)(F)F)cc2)=NO1 (configuration not stated)	x	u	x	x	x	23%[10 µM]	-35%[9.22 µM]
COc1cccc(C(C)NC(=O)c2c(F)cccc2Cl)c1 (configuration not stated)	3%	-1%	11%	-3%	-24%	30%[10 µM]	3%
CCOC(=O)N1CCN(S(=O)(=O)c2ccc(F)c(C(=O)Nc3ccc(C)c(Cl)c3)c2)CC1	16%	7%	u	5%	-10%	x	27%
Cc1cc(C)c(NC(=O)CS(=O)CC(=O)Nc2ccc(F)cc2F)c(C)c1 (configuration not stated)	x	-1%	x	x	x	2%[10 µM]	-30%[9.22 µM]

Compound activity from PubChem.
